Efflux pump inh – antifungal efflux pump inhibition, Nile Red retention; S. cerevisiae Candida pump triplex; inhibition, % at 10 µM; 330,000 compounds, 0.44% hits; AID 485275;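 active = plate passing quality check with inhibition over a set limit, or well fluorescence over plate mean plus 4 SD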;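 note: Nile Red retained in pooled yeast measured as flow cytometry median fluorescence; 0% = buffer negative control and 100% = Enniatin B positive control; higher means more Nile Red kept so more efflux inhibition; some compounds called inactive have numbers as strong as hits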
TPT1 inh – blocks Candida albicans tRNA 2'-phosphotransferase | inhibition, % at 5 µM | AID 1962 | 300,000 compounds, 0.81% hits | recombinant caTPT1, FP RNA substrate dephosphorylation;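 active = inhibition above the mean of all tested compounds plus 3 SD, set per screening campaign, cut at about 24% in these data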;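 note: plate controls were DMSO alone for no effect and ferristatin control at 100 nM for full effect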
PP1 inh – PP1-alpha (human) inhibition in PP5 counter-screen; P62136; purified PP1alpha, OMFP fluorescence; 320,000 compounds, 0.9% hits; inhibition, % at 6.7 µM;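 active = inhibition above the mean inhibition of all tested compounds plus 3 SD, computed separately for each screening campaign, cut at about 15% in these data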
Target sequence (P62136 whole entry, looked up): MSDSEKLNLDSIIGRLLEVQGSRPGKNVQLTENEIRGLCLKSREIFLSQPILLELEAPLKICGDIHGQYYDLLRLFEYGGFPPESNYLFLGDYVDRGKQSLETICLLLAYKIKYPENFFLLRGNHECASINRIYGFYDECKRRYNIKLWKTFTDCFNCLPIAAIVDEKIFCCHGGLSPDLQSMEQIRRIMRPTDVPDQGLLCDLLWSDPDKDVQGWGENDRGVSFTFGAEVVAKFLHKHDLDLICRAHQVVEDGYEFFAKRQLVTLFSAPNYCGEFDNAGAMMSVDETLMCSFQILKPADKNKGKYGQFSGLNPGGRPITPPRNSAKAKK
core dimer inh – HCV core protein dimerization inhibition; TR-FRET GST/Flag-core106 dimerization, 1536-well; inhibition, % at 5 µM; AID 1899; 300,000 compounds, 0.33% hits;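 active = inhibition above the mean of all tested compounds plus 3 SD, set per screening campaign, cut at about 45% in these data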
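Assay system – GST-tagged and Flag-tagged HCV core protein residues 1-106 · Quantity – core106 proteins, GST 13.5 nM and Flag 17 nM · Benchmarks – unlabelled core106 and no-GST-core106 wells · Read-out basis – percent inhibition of core106 dimerization signal · Detection – time-resolved FRET, ex 340 nm, em 617 and 671 nm · Schedule – 4 h at 22.5 °C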
PREPL inhibitor – inhibitors of human prolyl oligopeptidase-like enzyme PREPL; Q4J6C6; recombinant PREPL, fluorescence polarization activity-based probe; inhibition, % at 5.96 µM; 320,000 compounds, 0.68% hits; AID 2751; in the data active = inhibition above about 43%;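 note: 0% = enzyme with DMSO and 100% = wells lacking enzyme; many of its hits are not listed in these tables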
PP5 inh – inhibitors of human protein phosphatase 5 (PP5). purified PP5c, OMFP substrate fluorescence. inhibition, % at 6.7 µM. 320,000 compounds, 0.18% hits. AID 1987;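 active = inhibition above the campaign's mean inhibition across all tested compounds plus 3 SD, cut at about 9.5% in these data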;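 note: 0% = DMSO only and 100% = 100 µM cantharidin control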
GASC-1 inh – blocks human GASC-1 demethylase activity. inhibition, % at 2.35 µM. GST-JMJD2C(1-420) H3K9me3 demethylation, DELFIA europium. AID 2099. 330,000 compounds, 0.069% hits;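 active = more than half of a compound's replicate wells show inhibition beyond 50%, single wells judged on their own value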;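 note: signal counts dimethyl H3K9 product captured on neutravidin plate; 0% = median of DMSO wells and 100% = 0.3 times that DMSO median; strong numbers were not always called active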
Target sequence (Q9H3R0 1-420 limits assumed): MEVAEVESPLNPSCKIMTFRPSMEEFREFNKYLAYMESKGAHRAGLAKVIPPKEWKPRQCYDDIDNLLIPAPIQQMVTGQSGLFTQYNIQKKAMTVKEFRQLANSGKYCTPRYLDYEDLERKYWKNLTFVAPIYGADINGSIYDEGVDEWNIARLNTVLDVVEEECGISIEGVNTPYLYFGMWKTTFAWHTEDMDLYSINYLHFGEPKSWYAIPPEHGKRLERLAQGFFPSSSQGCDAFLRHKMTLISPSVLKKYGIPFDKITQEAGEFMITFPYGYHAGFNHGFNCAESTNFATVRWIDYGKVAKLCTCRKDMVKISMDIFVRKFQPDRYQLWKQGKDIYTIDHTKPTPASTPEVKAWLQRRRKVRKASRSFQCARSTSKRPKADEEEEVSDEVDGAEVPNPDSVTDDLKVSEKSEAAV
LYPLA2 counter – counter-screen for PME1 inhibitors: inhibitors of human LYPLA2. recombinant LYPLA2, FP-Rh probe fluorescence polarization. inhibition, % at 5.9 µM. 320,000 compounds, 0.38% hits;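 active = inhibition above the screen-wide mean plus 3 SD, limit set per campaign, cut at about 26% in these data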;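 note: 0% = LYPLA2 with DMSO and 100% = wells lacking LYPLA2 enzyme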
Target sequence (O95372 whole entry, looked up): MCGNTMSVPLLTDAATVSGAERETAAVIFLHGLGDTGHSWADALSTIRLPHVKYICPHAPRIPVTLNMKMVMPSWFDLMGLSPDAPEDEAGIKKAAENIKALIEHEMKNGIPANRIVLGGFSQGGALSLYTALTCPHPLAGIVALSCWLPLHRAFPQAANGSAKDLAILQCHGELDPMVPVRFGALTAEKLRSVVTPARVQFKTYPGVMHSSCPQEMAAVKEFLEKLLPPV
CTSL1 counter – counter-screen for PFM18AAP inhibitors: inhibitors of F. hepatica cathepsin L1; 300,000 compounds, 0.49% hits; recombinant F. hepatica cathepsin L1, Z-Leu-Arg-MCA fluorescence; AID 1906; inhibition, % at 5.96 µM;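 active = inhibition above the mean of all tested compounds plus 3 SD, set per screening campaign, cut at about 17% in these data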;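 note: 0% = plate median of test compound wells and 100% = 1 µM Z-Phe-Ala-diazomethylketone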
The depositor's hits bear a star. A portion of the library; rates above refer to the full screens.

Results for Cc1ccc(C(=O)NCC(=O)OCC(=O)N2CC(C)OC(C)C2)cc1 (stereo not given) ?
Efflux pump inh: 0.1; TPT1 inh: 3.5; PP1 inh: -15.6; core dimer inh: -6.8; PREPL inhibitor: 2.6; PP5 inh: 0.5; GASC-1 inh: 4.4; LYPLA2 counter: 2.8; CTSL1 counter: -2.9

What do the screens show for `O=C(CSCc1c(F)cccc1Cl)NCCc1ccccc1`?
Efflux pump inh: 0.0; TPT1 inh: -3.7; PP1 inh: -6.7; core dimer inh: -8.1; PREPL inhibitor: -24.2; PP5 inh: 3.9; GASC-1 inh: -14.5; LYPLA2 counter: -1.3; CTSL1 counter: 1.4

What do the screens show for `CCOc1ccc(NC(=O)c2ccc(Br)o2)c([N+](=O)[O-])c1`?
Efflux pump inh: 0.2; TPT1 inh: 4.7; PP1 inh: 4.2; core dimer inh: 10.8; PREPL inhibitor: 14.9; PP5 inh: 2.5; GASC-1 inh: -8.7; LYPLA2 counter: 11.3; CTSL1 counter: -3.4

How did CCOc1ccc(N2C(=O)CC(Sc3nc(CC(C)C)ccc3C#N)C2=O)cc1 (stereo not given) do in these assays?
Efflux pump inh: 0.0; TPT1 inh: 9.1; PP1 inh: -0.8; core dimer inh: 22.9; PREPL inhibitor: 1.0; PP5 inh: 2.4; GASC-1 inh: -5.4; LYPLA2 counter: -2.1; CTSL1 counter: 1.7

What do the screens show for `Cc1cc(NC(=O)CCC2CCCCC2)no1`?
Efflux pump inh: -0.2; TPT1 inh: -4.4; PP1 inh: 0.1; core dimer inh: -2.8; PREPL inhibitor: 11.0; PP5 inh: -0.2; GASC-1 inh: 1.6; LYPLA2 counter: -1.0; CTSL1 counter: 4.0

What do the screens show for `Cc1ccc(NC(=O)CCCSc2nc3ccccc3[nH]2)cc1`?
Efflux pump inh: 0.2; TPT1 inh: -1.0; PP1 inh: -3.1; core dimer inh: 0.6; PREPL inhibitor: -12.8; PP5 inh: 3.0; GASC-1 inh: -0.3; LYPLA2 counter: -0.7; CTSL1 counter: -1.4

How did CCc1ccc(NC(=S)NC(=O)c2c(-c3ccccc3Cl)noc2C)cc1 do in these assays?
Efflux pump inh: 0.1; TPT1 inh: 1.6; PP1 inh: -1.3; core dimer inh: 4.3; PREPL inhibitor: -8.9; PP5 inh: 2.2; GASC-1 inh: -2.1; LYPLA2 counter: -8.5; CTSL1 counter: -1.6

What do the screens show for `CCCCNC(=O)Cn1c(-c2ccc(OC)cc2)noc1=O`?
Efflux pump inh: 0.0; TPT1 inh: -3.4; PP1 inh: -1.8; core dimer inh: 2.6; PREPL inhibitor: 7.3; PP5 inh: -2.0; GASC-1 inh: -11.5; LYPLA2 counter: 5.0; CTSL1 counter: 2.6

Results for Cn1cc(CCCC(=O)NCc2ccccc2)c2ccccc21 ?
Efflux pump inh: 0.1; TPT1 inh: 0.4; PP1 inh: -1.9; core dimer inh: 6.3; PREPL inhibitor: -2.5; PP5 inh: 2.0; GASC-1 inh: 8.0; LYPLA2 counter: 3.8; CTSL1 counter: -0.7

What do the screens show for `COc1ccc(NC2=Nc3cccc4cccc2c34)cc1OC`?
Efflux pump inh: -0.1; TPT1 inh: 33.1*; PP1 inh: -4.5; core dimer inh: -23.2; PREPL inhibitor: 14.5; PP5 inh: -1.4; GASC-1 inh: 0.1; LYPLA2 counter: -3.2; CTSL1 counter: 2.8

How did CN(C)S(=O)(=O)c1ccc(N2CCCC2)c(C(=O)Nc2ccccc2F)c1 do in these assays?
Efflux pump inh: -0.1; TPT1 inh: -0.6; PP1 inh: -6.5; core dimer inh: 0.6; PREPL inhibitor: -4.0; PP5 inh: -0.7; GASC-1 inh: -2.1; LYPLA2 counter: 5.7; CTSL1 counter: -3.0

Results for CCOC(=O)C(NC(=O)CC)(Nc1ccccc1)C(F)(F)F (stereo not given) ?
Efflux pump inh: 5.5*; TPT1 inh: 0.6; PP1 inh: -3.4; core dimer inh: -4.0; PREPL inhibitor: 2.0; PP5 inh: -1.9; GASC-1 inh: 0.4; LYPLA2 counter: 6.0; CTSL1 counter: -1.3

Results for CCCOc1ccc(/C(O)=C2/C(=O)C(=O)N(CCCn3ccnc3)C2c2cccnc2)cc1 (stereo not given) ?
Efflux pump inh: 0.0; TPT1 inh: 1.8; PP1 inh: 0.8; core dimer inh: -1.7; PREPL inhibitor: 5.5; PP5 inh: 4.1; GASC-1 inh: 11.4; LYPLA2 counter: -0.1; CTSL1 counter: 7.7

Results for CCOc1ccc(C2C(C(=O)OC)=CN(C(C)c3ccccc3)C=C2C(=O)OC)cc1 (stereo not given) ?
Efflux pump inh: 0.1; TPT1 inh: -0.6; PP1 inh: -0.1; core dimer inh: 2.7; PREPL inhibitor: -0.7; PP5 inh: -0.2; GASC-1 inh: -1.3; LYPLA2 counter: 9.2; CTSL1 counter: -6.0

What do the screens show for `CCCC1NC(=O)NC(C)=C1C(=O)OCC` (stereo not given)?
Efflux pump inh: -0.1; TPT1 inh: -2.2; PP1 inh: -3.6; core dimer inh: -1.9; PREPL inhibitor: -3.0; PP5 inh: 0.6; GASC-1 inh: -21.3; LYPLA2 counter: 5.1; CTSL1 counter: -1.3

What do the screens show for `CC1CC(C)CN(S(=O)(=O)CCNC(=O)c2ccc3c(c2)OCO3)C1` (stereo not given)?
Efflux pump inh: 0.0; TPT1 inh: -5.0; PP1 inh: -3.9; core dimer inh: 0.5; PREPL inhibitor: -4.2; PP5 inh: -0.5; GASC-1 inh: 1.6; LYPLA2 counter: 0.1; CTSL1 counter: -3.8

Results for CC(=O)c1cccc(N(C(=O)CNC(=O)c2cccs2)C(C(=O)NCC2CCCO2)c2ccccc2)c1 (stereo not given) ?
Efflux pump inh: -0.3; TPT1 inh: -3.3; PP1 inh: -1.1; core dimer inh: -7.7; PREPL inhibitor: 12.6; PP5 inh: -1.3; GASC-1 inh: 2.9; LYPLA2 counter: -0.1; CTSL1 counter: -1.4

What do the screens show for `O=C(NCCCn1ccnc1)Nc1ccc(Cl)c(Cl)c1`?
Efflux pump inh: 0.1; TPT1 inh: -0.5; PP1 inh: -2.5; core dimer inh: -0.5; PREPL inhibitor: 1.2; PP5 inh: -0.1; GASC-1 inh: 4.4; LYPLA2 counter: -9.4; CTSL1 counter: -1.9

What do the screens show for `CCN1CCN(C(=O)c2ccc3c(c2)N(Cc2ccccc2F)C(=O)c2ccccc2S3(=O)=O)CC1`?
Efflux pump inh: -0.1; TPT1 inh: -0.1; PP1 inh: -2.9; core dimer inh: 1.4; PREPL inhibitor: -0.4; PP5 inh: 0.8; GASC-1 inh: 0.5; LYPLA2 counter: 1.9; CTSL1 counter: -0.7

What do the screens show for `Cc1cc(C)c(NC(=O)CS(=O)CC(=O)NCCCc2ccccc2)c(C)c1` (stereo not given)?
Efflux pump inh: 0.1; TPT1 inh: 2.2; PP1 inh: 2.2; core dimer inh: -1.0; PREPL inhibitor: 1.9; PP5 inh: 3.0; GASC-1 inh: -3.4; LYPLA2 counter: 6.7; CTSL1 counter: 1.3

What do the screens show for `Cc1cc(C)c(C(=O)Nc2ccc(Br)c(C(F)(F)F)c2)c(C)c1`?
Efflux pump inh: 0.5; TPT1 inh: 0.9; PP1 inh: 0.5; core dimer inh: -2.6; PREPL inhibitor: 14.8; PP5 inh: 3.3; GASC-1 inh: 2.6; LYPLA2 counter: -46.2; CTSL1 counter: 5.7

Results for Cc1nn(C(C)C(=O)NCCCN2CCCCCC2)c(=O)c2c1sc1ccccc12 (stereo not given) ?
Efflux pump inh: 0.1; TPT1 inh: -1.5; PP1 inh: -0.8; core dimer inh: -6.3; PREPL inhibitor: 22.9; PP5 inh: 0.7; GASC-1 inh: 5.0; LYPLA2 counter: -2.2; CTSL1 counter: -3.6

How did COc1cccc(NS(=O)(=O)c2cn(C)c(=O)n(C)c2=O)c1 do in these assays?
Efflux pump inh: 0.0; TPT1 inh: 0.4; PP1 inh: -2.4; core dimer inh: 6.0; PREPL inhibitor: 4.9; PP5 inh: -1.3; GASC-1 inh: -4.3; LYPLA2 counter: 1.2; CTSL1 counter: 1.2

What do the screens show for `CCCCOC(=O)Nc1ccc(N(C)C)cc1`?
Efflux pump inh: -0.1; TPT1 inh: 4.2; PP1 inh: -2.5; core dimer inh: -7.6; PREPL inhibitor: 14.7; PP5 inh: -0.9; GASC-1 inh: -1.5; LYPLA2 counter: 5.0; CTSL1 counter: 2.5

How did CCn1c2ccccc2c2nnc(SCC(=O)NCc3cccs3)nc21 do in these assays?
Efflux pump inh: 0.1; TPT1 inh: -2.0; PP1 inh: -3.1; core dimer inh: 3.2; PREPL inhibitor: -5.2; PP5 inh: 3.5; GASC-1 inh: 1.5; LYPLA2 counter: 3.1; CTSL1 counter: 0.8

How did O=S(=O)(Nc1ncnc2sc3c(c12)CCC3)c1cc(F)ccc1F do in these assays?
Efflux pump inh: 0.1; TPT1 inh: 1.6; PP1 inh: -4.3; core dimer inh: 3.1; PREPL inhibitor: -9.1; PP5 inh: -0.7; GASC-1 inh: 0.9; LYPLA2 counter: -5.3; CTSL1 counter: -0.9

How did COc1ccc2cc(S(=O)(=O)N3CCN(C)CC3)ccc2c1 do in these assays?
Efflux pump inh: 0.0; TPT1 inh: -1.7; PP1 inh: -1.3; core dimer inh: -2.2; PREPL inhibitor: 6.4; PP5 inh: 0.2; GASC-1 inh: 13.8; LYPLA2 counter: 1.6; CTSL1 counter: 1.4

Results for Cc1cc[n+](CC(=O)c2cccc([N+](=O)[O-])c2)c2ccccc12 ?
Efflux pump inh: 0.1; TPT1 inh: -8.6; PP1 inh: 10.2; core dimer inh: -0.3; PREPL inhibitor: 44.8*; PP5 inh: 3.4; GASC-1 inh: 0.9; LYPLA2 counter: 1.9; CTSL1 counter: -1.9

Results for Brc1ccccc1C1=Nn2c(nnc2-c2ccccc2)SC1 ?
Efflux pump inh: 0.2; TPT1 inh: 1.4; PP1 inh: -1.2; core dimer inh: -1.6; PREPL inhibitor: -7.7; PP5 inh: -1.4; GASC-1 inh: -7.2; LYPLA2 counter: 1.7; CTSL1 counter: -1.4

Results for O=C(Nc1cccc(NC(=O)c2ccco2)c1)c1ccc2c(c1)OCCO2 ?
Efflux pump inh: 0.0; TPT1 inh: -0.1; PP1 inh: -2.1; core dimer inh: 1.1; PREPL inhibitor: 0.7; PP5 inh: 2.8; GASC-1 inh: -1.5; LYPLA2 counter: 1.2; CTSL1 counter: 0.5

Results for COc1cc(CN2CCCC(C)C2)ccc1OCc1ccccc1 (stereo not given) ?
Efflux pump inh: 0.0; TPT1 inh: 0.2; PP1 inh: -1.6; core dimer inh: -8.9; PREPL inhibitor: 4.7; PP5 inh: 1.7; GASC-1 inh: -8.2; LYPLA2 counter: -0.5; CTSL1 counter: 1.3

What do the screens show for `CCOC(=O)[C@H]1[C@H]2COc3ccc(Cl)cc3[C@@H]2N2C(=O)CN(Cc3ccc(Cl)cc3)C(=O)[C@@]12C`?
Efflux pump inh: -0.1; PP1 inh: -1.7; PREPL inhibitor: 17.8; PP5 inh: 2.4; GASC-1 inh: 7.3; LYPLA2 counter: -3.2

Screening results from PubChem BioAssay.
